inhibitors of VEEV: inhibitors of VEEV TC-83 cytopathic effect, confirmation, Vero cells (AID 588727); 0.13% of 350,000 active; Vero cells, VEEV TC-83 cytopathic effect inhibition; higher % means a stronger effect; inhibition, % at 20 µM; hits with a dose series show IC50 in µM; in the data active = a potency from the dose series; also: strong numbers were not always called active
Active calls of the source: *; i = inactive. An excerpt (hit frequency here may not be typical).

SMILES	inhibitors of VEEV
COc1ccc2c(c1)C1(C)CCN(C)CC(C1)C2O (centres undefined)	i
Cc1nn(CC(C)C)c(Cl)c1C(=O)NCC1CCCO1 (centres undefined)	i
CC1(C)CC(=O)C=C(c2cn[nH]n2)C1	1.2%
C[C@H]1CN([C@@H](C)CO)C(=O)CCCn2nncc2CO[C@H]1CN(C)C(=O)Oc1cccc2ccccc12	3.0%
COc1ncnc2c1ncn2CCCN1CCN(c2ncccn2)CC1	i
O=C(CC1CCCC1)NNC(=O)c1ccccc1O	52%
CN(C)S(=O)(=O)c1cccc(NC(=O)CNc2cccc(S(=O)(=O)N3CCCCC3)c2)c1	1.1%
COCCNC(=O)C[C@@H]1C[C@H]2c3cc(NC(=O)Nc4ccc(F)cc4)ccc3O[C@H]2[C@H](CO)O1	13%
Cc1ccc(S(=O)(=O)N2C[C@H]3C(=O)C[C@@H](c4ccc(Cl)cc4)N(S(=O)(=O)c4ccccc4C)[C@H]3C[C@H]2c2ccc(Cl)cc2)cc1	0.3%
CCOC(=O)N1CCN(C2=C(NS(=O)(=O)c3ccc(Br)cc3)C(=O)c3ccccc3C2=O)CC1	12%
CC(=O)c1ccc(S(=O)(=O)Nc2ccc(C(=O)NCC(c3ccco3)N3CCCC3)cc2)cc1 (centres undefined)	i
Cc1ccc([C@H]2C[C@@H](O)[C@H](n3cc(C4CC4)nn3)CN2CC2CCCCC2)cc1	0.0%
CCOc1ccccc1C(=O)NCC(=O)NNC(=O)c1csc(N2CCOCC2)n1	0.5%
O=C(O)c1cc2ccccc2c2c1C(=O)c1ccccc1-2	1.3%
C[C@H]1CN([C@@H](C)CO)C(=O)c2cc(Br)cnc2O[C@H]1CN(C)Cc1ccc(Oc2ccccc2)cc1	1.7%
COCCCN(C(=O)C1=COCCO1)c1c(N)n(Cc2ccccc2)c(=O)[nH]c1=O	i
COc1cc(NC(=O)C(C)(C)C)c(C(=O)OCC(=O)Nc2cc(C)on2)cc1OC	i
Cc1ccc(C(C)C)cc1-n1nnc(-c2cccc(Cc3ccc4ccccc4c3)c2)c1C(C)O (centres undefined)	1.5%
COc1ccc(NC(=O)C[C@H]2C(=O)N(CCc3ccccc3)C[C@@H]2c2ccc(OC)cc2)cc1	2.9%
CNC[C@@H]1OCc2cnnn2CCCC(=O)N([C@H](C)CO)C[C@H]1C	0.7%
CC(C)CC1C(=O)N(Cc2cn(CCC3OCCO3)nn2)CCS(=O)(=O)N1Cc1ccc(-c2ccc(Cl)c(Cl)c2)cc1 (centres undefined)	2.3%
C[C@@H]1CN([C@H](C)CO)C(=O)CCCn2nncc2CO[C@H]1CN(C)C(=O)NC1CCCCC1	i
CCCOc1ccc(C(=O)NC(=S)N2CCN(c3ncc4c(=O)c(C(=O)O)cn(CC)c4n3)CC2)cc1	i
Cc1ccc(S(=O)(=O)N2CCCC2CNC(=O)C(=O)NCc2ccc3c(c2)OCO3)cc1 (centres undefined)	i
COc1ccc(N2CCN(C(=O)c3ccc4c(c3)NC(=O)C(CSCc3ccccc3F)N4)CC2)cc1 (centres undefined)	0.8%

3 structures out of the list, sorted by number of heavy atoms, descending:
SMILES	inhibitors of VEEV
CCCOc1ccc(C(=O)NC(=S)N2CCN(c3ncc4c(=O)c(C(=O)O)cn(CC)c4n3)CC2)cc1	i
Cc1ccc(C(C)C)cc1-n1nnc(-c2cccc(Cc3ccc4ccccc4c3)c2)c1C(C)O (centres undefined)	1.5%
Cc1ccc([C@H]2C[C@@H](O)[C@H](n3cc(C4CC4)nn3)CN2CC2CCCCC2)cc1	0.0%

Quoted at random: 6 records from the list
SMILES	inhibitors of VEEV
C[C@@H]1CN([C@H](C)CO)C(=O)CCCn2nncc2CO[C@H]1CN(C)C(=O)NC1CCCCC1	i
C[C@H]1CN([C@@H](C)CO)C(=O)CCCn2nncc2CO[C@H]1CN(C)C(=O)Oc1cccc2ccccc12	3.0%
Cc1ccc(S(=O)(=O)N2CCCC2CNC(=O)C(=O)NCc2ccc3c(c2)OCO3)cc1 (centres undefined)	i
COc1ccc(NC(=O)C[C@H]2C(=O)N(CCc3ccccc3)C[C@@H]2c2ccc(OC)cc2)cc1	2.9%
CCCOc1ccc(C(=O)NC(=S)N2CCN(c3ncc4c(=O)c(C(=O)O)cn(CC)c4n3)CC2)cc1	i
Cc1ccc([C@H]2C[C@@H](O)[C@H](n3cc(C4CC4)nn3)CN2CC2CCCCC2)cc1	0.0%

Further structures follow.
SMILES	inhibitors of VEEV
Cc1ccc(-n2ncc3c(=O)n(-c4cccc(C)c4)c(=O)[nH]c32)cc1	1.4%
Cc1[nH]ccc2cc3nc4ccccc4c3cc12	i
O=C(COC(=O)Cc1ccc(Cl)c(Cl)c1)NCCc1ccccc1	0.3%
COc1cc(-c2ccc3cc(OC)c(OC)c(OC)c3c2)cc(OC)c1OC	7.5%
Cc1c(NC(=O)c2cccc(NC(=O)C(C)Oc3ccccc3)c2)c(=O)n(-c2ccccc2)n1C (centres undefined)	0.1%
COc1ccc(C(C#N)CC(=O)c2ccc(OC)c(OCc3ccccc3)c2)cc1OC (centres undefined)	3.0%
COc1ccc2oc(C(=O)OCC(=O)Nc3ccc(C)c(S(=O)(=O)N4CCOCC4)c3)c(C)c2c1	0.6%
CC1(C)OC2COC(c3[nH]nc4c(=O)[nH]c(=O)[nH]c34)C2O1 (centres undefined)	i
COc1cccc(-c2cc3nc(C)cc(N4CCN(C(=O)c5ccoc5)CC4)n3n2)c1	9.0%
O=c1oc(-c2ccc(Cl)cc2[N+](=O)[O-])nc2ccccc12	8.5%
Cc1ccc(S(=O)(=O)N(C)C)cc1NC(=O)CN1C(=O)NC2(CCc3ccccc32)C1=O (centres undefined)	i
COc1ccc(Nc2nnc(SCC(=O)NC3CCCC3)s2)cc1	0.9%
O=C1NC(Cc2ccc(O)cc2)c2nc3cc(F)ccc3c(=O)n2-c2ncccc21 (centres undefined)	i
C[C@@H]1CN([C@@H](C)CO)C(=O)CCCn2cc(nn2)CO[C@H]1CN(C)S(=O)(=O)c1ccc(-c2ccccc2)cc1	i
COc1ccc(-n2c(=S)[nH]c3ccc(C)cc3c2=O)cc1	1.7%
COc1cc(CNC(=O)C2CC(O)CN2C(=O)Nc2ccccc2)cc(OC)c1OC (centres undefined)	i
COc1ccc(C#Cc2cnc3c(c2)C(=O)N([C@@H](C)CO)C[C@@H](C)[C@@H](CN(C)CC2CCOCC2)O3)cc1	0.1%
O=C(OCc1ccccc1)C1CCN(S(=O)(=O)c2cccs2)CC1	1.1%
CC1CCCC(C)N1CCCNC(=O)C1CCCN(S(=O)(=O)N2CCCCC2)C1 (centres undefined)	0.6%
O=S(=O)(Nc1ccc2c3c(cccc13)CC2)c1ccccc1	i
Cc1ccc(S(=O)(=O)N2C[C@H]3C(=O)C[C@@H](c4cccc(Cl)c4)N(S(=O)(=O)c4ccc(C)cc4)[C@H]3C[C@H]2c2cccc(Cl)c2)cc1	0.4%
O=C1CN(C(=O)COC(=O)c2cc(Cl)ccc2[N+](=O)[O-])c2ccccc2N1	i
CC(=O)n1cc(C2CC(=O)OC3=C2CC(=O)C(C)(C)C3)c2ccccc21 (centres undefined)	3.0%
CCCCN1C(=O)C(CC(=O)NCCN2CCOCC2)CC(C(=O)N(C)C)=C1C (centres undefined)	0.7%
COc1ccc(Cl)cc1NC(=O)CN(C)C(=O)c1cn(-c2ccccc2)nc1-c1cccs1	11%

The list goes on, overlapping the part above by 2 compounds.
SMILES	inhibitors of VEEV
CCCCN1C(=O)C(CC(=O)NCCN2CCOCC2)CC(C(=O)N(C)C)=C1C (centres undefined)	0.7%
COc1ccc(Cl)cc1NC(=O)CN(C)C(=O)c1cn(-c2ccccc2)nc1-c1cccs1	11%
CSc1cccc(CNC(=O)C2CCC(=O)N(CCc3ccccc3)C2)c1 (centres undefined)	0.3%
CCCCN1C(=O)C(CC(=O)NC2CCCCC2)CC(C(=O)N(CC)CC)=C1C (centres undefined)	1.4%
CCCCCCNC(=O)OC12CN(C(=O)OC(C)C)N(C(=O)OC(C)C)CC1(O)CN(S(=O)(=O)c1ccc(C)cc1)C2 (centres undefined)	1.9%
O=C(CSc1ccccc1F)NCC(c1ccco1)N1CCCCC1 (centres undefined)	i
CC(=O)NC1CC2CCCC(C1)N2C(=O)Nc1ccc(Cl)cc1 (centres undefined)	0.1%
O=C(CC1C(=O)NCCN1Cc1ccccc1)NC1CCCCC1 (centres undefined)	0.2%
COc1ccccc1S(=O)(=O)N(C)C[C@@H]1OCc2cn(nn2)CCCC(=O)N([C@@H](C)CO)C[C@H]1C	0.1%
O=C(O)c1c(Cl)c(Cl)c(Cl)c(Cl)c1C(=O)OCC1CCCO1 (centres undefined)	0.4%
O=c1c(N=Nc2ccccc2)c[nH]n1-c1ccccc1	2.5%
Cc1nn(CC(C)C)c(Cl)c1C(=O)N(C)CC(=O)Nc1ccc(Cl)cc1	i
C[C@@H]1CN([C@H](C)CO)C(=O)CCCn2nncc2CO[C@@H]1CN(C)C(=O)Nc1cccc2ccccc12	i
COC(=O)[C@@H](NS(=O)(=O)c1cc(Br)ccc1Br)C(C)C	1.4%
C[C@@H]1CN([C@@H](C)CO)S(=O)(=O)c2ccc(-c3ccc(C#N)cc3)cc2O[C@@H]1CN(C)Cc1ccccn1	7.3%
CCN(CC)C(=O)C1=C(C)N(Cc2ccccc2)C(=O)C(CC(=O)NCc2cccc3ccccc23)C1 (centres undefined)	7.3%
CCOC(=O)C1=C(C)NC(C)=C(C(=O)OCC)C1c1ccc(OC)c(OC)c1	0.3%
CCOC(=O)N1CCN(C(=O)c2ccc3oc(CCc4ccccc4)nc3c2)CC1	3.2%
CC1=C(C(=O)N2CCOCC2)CC(CC(=O)NCc2cccc3ccccc23)C(=O)N1CCCN1CCCC1=O (centres undefined)	i
COCCNC(=S)N1CCC2CC1c1c(Cl)cccc12 (centres undefined)	0.4%
CCc1cc(-c2nnn(CCC3COCCO3)c2CC)cc(CC)c1-c1cn(CCc2c[nH]c3ccccc23)nn1 (centres undefined)	8.5%
CCOC(=O)C(=O)NCC1CCCN1S(=O)(=O)c1cccs1 (centres undefined)	2.8%
CC(C)CC1C(=O)N(Cc2cn(CCC3OCCO3)nn2)CCS(=O)(=O)N1Cc1ccc(-c2ccc(F)nc2)cc1 (centres undefined)	5.8%
NC(=S)NN=C1CSSC1	8.2%
C[C@@H]1CN([C@H](C)CO)C(=O)CCCn2nncc2CO[C@H]1CN(C)S(=O)(=O)c1cn(C)cn1	0.9%
CCc1ccc(NC(=O)C(C)OC(=O)Cn2[nH]c(=O)c3ccccc3c2=O)cc1 (centres undefined)	0.2%
C[C@@H]1CN([C@@H](C)CO)C(=O)CCCn2nncc2CO[C@@H]1CN(C)C(=O)Nc1cccc(Oc2ccccn2)c1	0.1%

Already shown: entries from further up.
SMILES	inhibitors of VEEV
C[C@@H]1CN([C@H](C)CO)C(=O)CCCn2nncc2CO[C@H]1CN(C)S(=O)(=O)c1cn(C)cn1	0.9%
CCc1ccc(NC(=O)C(C)OC(=O)Cn2[nH]c(=O)c3ccccc3c2=O)cc1 (centres undefined)	0.2%
C[C@@H]1CN([C@@H](C)CO)C(=O)CCCn2nncc2CO[C@@H]1CN(C)C(=O)Nc1cccc(Oc2ccccn2)c1	0.1%

Next part
SMILES	inhibitors of VEEV
CC1CN(C(=O)CSc2nc(N)c(NC(=O)c3ccc(C(F)(F)F)cc3)c(=O)[nH]2)CC(C)O1 (centres undefined)	1.2%
COc1ccc(S(=O)(=O)N2CCCC2CNC(=O)C(=O)NC2CCCC2)cc1 (centres undefined)	i
CSC1=NN(c2ccccc2)CN(c2ccccc2)N1C	2.8%
COc1ccc(C)cc1NC(=O)COC(=O)c1c(-c2ccccc2)noc1C	6.1%
N#Cc1cnc(=S)n(-c2cc(C(F)(F)F)cc(C(F)(F)F)c2)c1N	5.4%
O=C(CSc1ccc(F)cc1)NC(=O)c1ccccc1	1.4%
Clc1ccc(C(c2cccs2)N2CCNCC2)cc1 (centres undefined)	i
C[C@H]1CCCCO[C@H](CN(C)Cc2ccccc2)[C@@H](C)CN([C@@H](C)CO)C(=O)c2cc(NC(=O)CCC(F)(F)F)ccc2O1	i
C=CCOC(=O)N1Cc2ccccc2-n2nncc2C1	i
Cn1c(=O)c2cccnc2c(=O)n1C	2.7%
OC(c1ccccc1)C(NCc1ccccc1)c1ccccc1 (centres undefined)	i
C[C@@H]1CN([C@H](C)CO)C(=O)CCCn2nncc2CO[C@H]1CN(C)S(=O)(=O)c1cccc(C#N)c1	0.0%
CC(=O)Oc1cccc(C2=CC(=O)CC(C)(C)C2=O)c1	0.6%
C[C@H](O)CNC(=O)c1[nH]cnc1C(=O)Nc1ccc(CNC(=O)OC(C)(C)C)cc1	10%
COc1ccc(Cc2noc(=O)[nH]2)cc1	3.2%
C[C@@H]1CN([C@@H](C)CO)S(=O)(=O)c2ccc(Br)cc2O[C@H]1CN(C)C(=O)Nc1ccc2c(c1)OCO2	1.8%
CC1CCC(C(O)(C(=O)c2ccccc2)c2ccccc2)C(=O)C1 (centres undefined)	i
COc1cccc(/C=C/C(=O)OCC(=O)c2ccc(Br)cc2)c1	i
COc1ccc(NC(=O)COc2ccccc2C(N)=O)cc1S(=O)(=O)N1CCCCC1	1.8%
Cc1ccc(S(=O)(=O)N2CC3(O)CN(C(=O)OC(C)C)N(C(=O)OC(C)C)CC3(OC(=O)Nc3cccs3)C2)cc1 (centres undefined)	7.8%
CN(Cc1ccco1)C(=O)c1cccc(S(=O)(=O)N2CCN(Cc3ccccc3)CC2)c1	i
Nc1ccc(S(=O)(=O)c2ccc(N3CCOCC3)c(N)c2)cc1	i
Cc1ccccc1SCC(=O)NCC1(N2CCCCC2)CCCCC1	i
Cc1cccc(-c2ccc3[nH]c4c(c3c2)CCN2C[C@@H]([C@H](C)O)[C@@H](N(C)C(=O)Nc3ccc(F)cc3)C[C@@H]42)c1	i
CC(=O)c1ccc(OCc2cc(C(=O)N(C)CC3COc4ccccc4O3)no2)cc1 (centres undefined)	1.7%
COc1cccc(S(=O)(=O)Nc2ccc3c(c2)[C@@H]2C[C@H](CC(=O)NCCc4ccccc4)O[C@H](CO)[C@@H]2O3)c1	2.8%
O=C(/C=C/c1cccc([N+](=O)[O-])c1)OCC(=O)N1CCCCC1	2.7%
O=C1[C@H]2[C@@H](c3ccc(C(F)(F)F)cc3)N[C@]3(CCCN(Cc4ccccc4)C3=O)[C@H]2C(=O)N1Cc1ccccc1	0.2%

Source: PubChem BioAssay (Southern Research Specialized Biocontainment Screening Center)
